# ATG4B inhibitor = blocks human ATG4B protease cleavage of LC3 substrate; AID 504462; inhibition, % at 8.33 µM; actives 0.51% (n = 340,000); ATG4B cleavage of LC3-PLA2, NBD-HPC fluorescence, 1 h; Q9Y4P1; in the data active = inhibition above about 40%
# EBI2 block = antagonists of human EBI2 receptor. EBI2 beta-arrestin recruitment, luminescence, 7a,25-OHC stimulated. inhibition, % at 5 µM. actives 0.81% (n = 360,000). AID 651636; in the data active = inhibition above about 38%;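 also: enzyme fragment complementation signal reports receptor beta-arrestin coupling in cells; 0% = agonist plus DMSO wells and 100% = wells without agonist; some results beyond the cut were filed as inactive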
# Target sequence (P32249 whole entry, looked up, the tested form may be a part): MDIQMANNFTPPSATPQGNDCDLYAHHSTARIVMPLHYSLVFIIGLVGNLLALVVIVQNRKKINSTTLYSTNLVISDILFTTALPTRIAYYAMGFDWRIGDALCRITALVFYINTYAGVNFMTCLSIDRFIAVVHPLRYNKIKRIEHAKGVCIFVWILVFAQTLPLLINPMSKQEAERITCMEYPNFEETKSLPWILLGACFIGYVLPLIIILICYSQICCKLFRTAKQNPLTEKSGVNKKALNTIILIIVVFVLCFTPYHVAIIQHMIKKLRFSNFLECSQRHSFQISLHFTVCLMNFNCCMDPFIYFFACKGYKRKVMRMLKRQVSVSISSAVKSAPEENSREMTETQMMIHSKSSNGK
# APJ agonist = activates the human apelin receptor APJ. P35414. CHO-K1 APJ PathHunter beta-arrestin, luminescence; 0% DMSO wells, 100% apelin. activation, % at 20 µM. actives 0.11% (n = 330,000);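 active = activation more than six SD over the plate average, tested at 20 µM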;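 also: 0% = DMSO alone and 100% = apelin-13 at 10 nM; some results filed as inactive read as strong as hits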
#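 Material: engineered CHO-K1 APJ arrestin reporter cells; amount: 1000 CHO-K1 reporter cells seeded per well; incubation: compound stimulation 90 min at 25 °C, detection 60 min; signal: luminescent beta-gal fragment complementation, chemiluminescent substrate; read-out basis: APJ agonist activity; controls: DMSO-only wells as negative, 10 nM Apelin-13 as positive control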
# UBC13 inh = blocks human UBC13 polyubiquitin chain formation. P61088. TR-FRET. inhibition, % at 20 µM. actives 0.47% (n = 330,000). AID 485273; in the data active = inhibition above about 45%, passing the limit was not always enough
# Target sequence (P61088 whole entry, looked up): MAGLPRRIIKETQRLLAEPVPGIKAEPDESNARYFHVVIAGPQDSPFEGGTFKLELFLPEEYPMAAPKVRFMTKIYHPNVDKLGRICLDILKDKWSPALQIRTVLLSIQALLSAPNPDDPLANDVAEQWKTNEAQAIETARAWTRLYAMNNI
# CXCR6 inh = inhibitors of human CXCR6 receptor; AID 602244; actives 0.36% (n = 360,000); inhibition, % at 20 µM; CHO-K1 PathHunter CXCR6 beta-arrestin, luminescence; in the data active = inhibition above about 34%, passing the limit was not always enough;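 also: antagonist mode with CXCL16 agonist at 10 nM final; 0% = 10 nM CXCL16 with DMSO and 100% = unstimulated wells without agonist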
# Target sequence (O00574 whole entry, looked up): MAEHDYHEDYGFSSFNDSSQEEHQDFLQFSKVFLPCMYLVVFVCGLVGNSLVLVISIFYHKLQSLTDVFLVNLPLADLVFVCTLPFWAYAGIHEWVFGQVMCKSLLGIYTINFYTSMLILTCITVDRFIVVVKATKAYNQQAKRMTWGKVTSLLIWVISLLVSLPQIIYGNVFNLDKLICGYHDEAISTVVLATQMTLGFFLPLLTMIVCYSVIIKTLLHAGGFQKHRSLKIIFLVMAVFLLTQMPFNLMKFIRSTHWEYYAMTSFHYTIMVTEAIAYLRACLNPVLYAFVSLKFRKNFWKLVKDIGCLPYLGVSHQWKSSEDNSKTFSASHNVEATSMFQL
# APJ antagonist = APJ receptor antagonism | inhibition, % at 20 µM | actives 0.32% (n = 330,000) | P35414 | CHO-K1 APJ beta-arrestin complementation, luminescence;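 active = inhibition above about 40% at 20 µM, limit read from the data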;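 also: cells challenged with 10 nM apelin-13 agonist together with compound; plate controls were apelin-13 plus DMSO wells for no effect and DMSO wells lacking apelin-13 for full effect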
# CCR6 antagonist = blocks CCL20-driven beta-arrestin recruitment at human CCR6 | P51684 | CHO-K1 CCR6 PathHunter beta-arrestin, luminescence, CCL20-stimulated | inhibition, % at 20 µM | actives 0.49% (n = 340,000);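 active = compounds whose inhibition of the agonist-driven luminescence signal at 20 µM reaches about 50%, limit read from the data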;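 also: cells stimulated with CCL20 at 14 nM final; plate controls were DMSO with CCL20 for no effect and DMSO without agonist for full effect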
# Gli-Sufu antag = antagonists of Gli-Sufu signaling; Sufu-KO-LIGHT fibroblasts, Gli luciferase reporter luminescence; inhibition, % at 5 µM; actives 0.74% (n = 340,000);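 active = inhibition above about 55%, limit read from the data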;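 also: 0% = DMSO-treated cells and 100% = wells with medium but no cells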
# * hit, by the source's call; . = no result given.
SMILES,ATG4B inhibitor,EBI2 block,APJ agonist,UBC13 inh,CXCR6 inh,APJ antagonist,CCR6 antagonist,Gli-Sufu antag
CCc1c(C)nc2c(-c3ccccc3)c(-c3ccccc3)[nH]n2c1=O,1,4,-3,8,-4,5,4,4
O=C(CCCC(=O)N(CC(=O)NC1CCCC1)Cc1ccccc1)Nc1ccccn1,-7,5,-3,3,-11,1,0,21
CCOC(=O)c1c(C)nc2sc(C(N)=O)c(N)c2c1-c1ccc(OC)cc1,65*,8,-4,14,13,4,7,-1
COc1ccccc1NC(=S)N/N=C/c1cccc(C)c1,-9,12,-2,11,7,1,6,-17
O=C(Nc1cccc(-c2csc(Nc3ccccc3)n2)c1)c1ccccc1,12,30,3,-1,-8,-7,6,-68
Cc1ccnc(SC2CC(=O)N(c3ccc(F)cc3)C2=O)n1 (stereo unspecified),-2,-7,-2,10,-4,4,12,-2
C=C(C)n1c(=O)n(Cc2ccccc2C)c2ccccc21,0,8,-5,9,9,-8,15,-12
COc1cc(/C=N/Nc2nc3ccccc3[nH]2)cc(Br)c1OCC(=O)N(C)C,-8,-1,-1,-25,-8,-14,14,8
CC(OC(=O)c1ccccc1CCc1ccccc1)C(N)=O (stereo unspecified),6,7,-3,2,2,5,6,12
C=CCn1c(-c2csc(-c3ccc(Cl)cc3)n2)n[nH]c1=S,3,11,-4,-6,14,8,-7,-5
COC(=O)CSC1=C(C#N)C(c2ccc(Cl)cc2)C(C(=O)OC)C(=O)N1 (stereo unspecified),-16,2,0,1,2,1,-10,6
CCOC(=O)C1CCN(c2nc(-c3ccccc3)nc3c2oc2ccccc23)CC1,-3,-21,3,8,10,1,0,-29
O=C(CN(C(=O)c1csnn1)c1ccc(F)cc1)NCCc1ccccc1,-12,2,-1,6,-3,9,17,-25
COc1cccc(CC2(CO)CCCN(CC3=Cc4cc(Cl)ccc4OC3)C2)c1 (stereo unspecified),-10,7,1,-2,5,-7,12,10
CC(=O)Nc1ccc(S(=O)(=O)N(Cc2ccccc2)c2ccccc2)cc1,-8,2,-3,7,4,-12,-2,4
Brc1ccc(-c2cnco2)cc1,4,-2,-3,7,2,-5,16,14
COCCOC(=O)c1c(C)oc2ccc(O)c(CN3CCC(C)CC3)c12 (tested in a mixture with another compound),-5,7,.,.,2,.,15,10
CC1(C)CC(=O)c2cc(OCC(=O)NCCCN3CCN(c4ccccc4F)CC3)ccc2O1,2,-1,-5,28,-2,18,-2,-3
O=C(Nc1ccc(Cl)cc1)c1nc[nH]c1C(=O)NCCCCNC(=O)c1[nH]cnc1C(=O)Nc1ccc(Cl)cc1,-3,-68,2,-11,-11,-9,-9,0
CC(=O)Nc1ccc(OCC(O)Cn2cnc3ccccc32)cc1 (stereo unspecified),-9,-5,-4,-16,3,5,3,1
Cc1ccc(NC(=O)CCNS(=O)(=O)c2cccc3nonc23)cc1Cl,-7,3,-1,-4,-2,16,18,0
O=C(Cc1ccccc1[N+](=O)[O-])NCC(=O)c1ccc2c(c1)OCO2,-3,-4,.,.,-3,.,5,-29
Cc1ccc(N2CC(C(=O)OCC(=O)c3ccc(F)cc3)CC2=O)cc1 (stereo unspecified),-9,1,1,6,3,-12,6,10
COc1ccc(/C(C)=N/OC/C(O)=C(\C#N)c2nc3ccccc3[nH]2)c(OC)c1,9,-6,-1,-8,3,9,6,8
CC(C)CNC(=O)c1cc(S(=O)(=O)N2CCOCC2)ccc1N1CCCC1,-2,5,-1,-11,-6,5,4,-2

# Later entries.
SMILES,ATG4B inhibitor,EBI2 block,APJ agonist,UBC13 inh,CXCR6 inh,APJ antagonist,CCR6 antagonist,Gli-Sufu antag
Cc1nnc2ccc(-c3ccc(NC(=O)c4cccnc4Cl)cc3)nn12,10,-3,-1,-4,1,-10,5,21
COc1ccccc1NC(=O)NC(=O)c1ccccc1,4,1,-4,3,4,5,-6,-103
CCCc1[nH]nc2c1C(c1ccc(OC)cc1OC)C(C#N)=C(N)O2 (stereo unspecified),-8,-30,15,-7,-34,0,-9,10
c1coc(-c2ccnc(-n3cccc3)n2)c1,3,-21,-2,0,0,-3,-9,-17
CCN(CC)CCNS(=O)(=O)c1ccc(/C=C/C(=O)O)cc1,-3,-7,-2,-2,-9,13,-5,-10
COC(=O)c1cc(NC(=O)c2cccc(C(F)(F)F)c2)c(=O)oc1C,-3,0,-3,3,3,-6,-8,-6
COC(=O)C1=C(C(=O)OC)[C@@H]2N(C)c3ccccc3[C@@]23C[C@@H](C(=O)OC)N(C(=O)c2ccco2)C3=N1,5,-18,-3,1,-2,0,-11,-4
CCOC(=O)C1=C(C)NC(=O)NC1c1c(C)nn(-c2ccccc2)c1Cl (stereo unspecified),2,-7,1,-12,1,44*,3,-35
O=C(Cn1cc([N+](=O)[O-])nc1[N+](=O)[O-])N1CCN(c2ccccc2)CC1,-1,-10,12,1,-8,-19,-6,30
CC(C)C(=O)N1CCN(c2ccccc2NC(=S)NC(=O)c2ccco2)CC1,2,-6,-2,-8,8,1,16,11
CCOc1ccc2nc(CN3CCN(Cc4ccsc4)C(CCO)C3)ccc2c1 (stereo unspecified),-5,8,-6,8,4,4,4,5
Cc1ccc(-c2nc(-c3ccc(Cl)cc3)sc2CC(=O)O)c(C)c1,4,-7,-2,-11,23,19,-15,-10
Cc1c(C(=O)N2CCN(S(C)(=O)=O)CC2)oc2ccccc12,8,-2,-3,-15,-15,12,2,-1
Cn1c(=O)c2c(nc(CN3CCN(C(c4ccccc4)c4ccccc4)CC3)n2CC(N)=O)n(C)c1=O,0,-13,-1,6,-6,11,8,5
O=C(CN1CCN(C(=O)c2ccc(-c3nc4ccccc4s3)o2)CC1)Nc1ccc(F)cc1,-17,9,1,-6,-10,-1,5,-11
O=C1NC(=O)N(Cc2ccccc2F)C1=O,2,-8,1,-8,0,0,6,2
CCOc1ccc(/C=C2/C(=O)N(c3ccc(OC)cc3)C(=S)N2CC(=O)OC)cc1OCC,6,21,-4,-28,13,24,6,9
CN(C)c1ccc(/C(=N\O)C(F)(F)F)cc1,4,1,-3,-6,-1,-16,-14,-1
Cn1c(CC(=O)Nc2ccccc2)nnc1SCC(=O)NC1CCCC1,-5,2,1,5,-3,-12,4,-16
Cc1cccc(OCCCC(=O)NNC(=O)c2cccc(N(C)C)c2)c1,3,27,-6,16,-3,-1,5,-10
O=C1CN(C(=O)COC(=O)C2CCN(S(=O)(=O)c3ccccc3C(F)(F)F)CC2)c2ccccc2N1,-7,6,-3,0,-6,-1,2,4
N#Cc1ccc(OCC(=O)NN2Cc3ccccc3C2=N)cc1,4,-9,-2,-2,3,9,12,-1
CCOC(=O)C1CCN(C(=O)Nc2ccc3snnc3c2)CC1,3,-2,-1,-4,-4,11,27,-6
C(=C\c1cccc2ccccc12)/c1nnc(-c2cccs2)o1,-8,-15,0,4,2,-21,24,-1
CCOC(=O)c1ccccc1NC(=O)Nc1ccc(OC)c(OC)c1,8,-7,-4,0,-2,3,-8,62*

# Next part
SMILES,ATG4B inhibitor,EBI2 block,APJ agonist,UBC13 inh,CXCR6 inh,APJ antagonist,CCR6 antagonist,Gli-Sufu antag
Cc1ccc(N2CCN(S(=O)(=O)c3ccc4c(c3)oc(=O)n4C)CC2C)cc1 (stereo unspecified),2,-1,4,-4,-5,17,13,-27
COc1cccc(OC)c1NC(=O)C1CCCN1C(=O)Nc1ccccc1Cl (stereo unspecified),-9,1,0,-1,-5,-8,-1,0
CCCC1(C(=O)OCC)NC(c2ccc(N(C)C)cc2)C2C(=O)N(c3ccc4c(c3)OCCO4)C(=O)C21 (stereo unspecified),4,4,-1,0,7,7,3,10
COc1cc(C(=O)Oc2ccccc2/C=N/NC(=O)c2ccc(C)cc2)cc(OC)c1OC,-9,15,-5,-9,-4,8,5,-16
Cc1ccccc1C(CC(=O)c1cccs1)C(C#N)C#N (stereo unspecified),-13,-15,-4,4,11,-3,21,0
COC(=O)c1cc(NC(=O)CN(C)C2CCS(=O)(=O)C2)cc(C(=O)OC)c1 (stereo unspecified),8,-5,-3,15,-4,6,7,-42
O=C(CSc1nnnn1-c1ccccc1)Nc1ccc(Cl)cn1,7,6,-1,-2,7,6,2,-77
CCOc1ccccc1C(=O)Nc1ccccc1C(N)=O,-5,3,-1,8,-1,-37,-20,9
CC1Cc2ccccc2N1C(=O)C1CCN(S(=O)(=O)Cc2ccccc2)CC1 (stereo unspecified),14,0,0,6,-4,-6,-4,2
COc1ccc(-c2ccc(=O)n(CC(=O)NC3CCc4ccccc43)n2)cc1OC (stereo unspecified),-4,1,0,4,-6,12,0,3
Cc1cccc(CC2CC(=O)N(c3nc4ccccc4s3)C2=O)c1 (stereo unspecified),-22,9,0,-4,6,-8,8,15
CCOC(=O)C(NC(=O)c1ccc(Cl)cc1Cl)(Nc1ccc(C)cc1)C(F)(F)F (stereo unspecified),-3,6,2,-1,2,3,8,-7
O=C(Nc1ncc(Cl)cn1)c1cccs1,1,-7,-2,-10,-4,14,3,-24
COc1ccc(C(=O)C2CCN(C(=S)NCCc3ccc(OC)c(OC)c3)CC2)cc1,-8,5,0,-1,13,17,21,-1
O=C(/C=C/c1ccccc1Cl)N1CCN(c2ncccn2)CC1,-1,60*,1,-4,1,-5,15,-2
COc1cc(OC)c(OC)cc1/C=N/NC(=O)c1cc(-c2cccn2C)n[nH]1,-6,-2,3,-9,-8,-24,-11,0
c1ccc(-c2csc(N3CCCCCC3)n2)cc1,7,17,-3,-5,2,20,31,-36
COc1ccc(Oc2coc3cc(OC(=O)c4cncc(Br)c4)ccc3c2=O)cc1,-5,6,-4,14,-1,-3,2,10
CC(C)CC(NC(=O)C1CCC(C)CC1)C(=O)NCc1cccnc1 (stereo unspecified),-11,6,-7,-3,7,-13,-2,4
Cc1cccc(-n2c(O)c(C=Nc3ccc4c(c3)OCO4)c3ccccc3c2=O)n1,-8,7,-1,-16,2,11,1,-1
O=C1CC2(CCN(C(=O)c3ccccc3Br)CC2)Oc2ccccc21,-3,6,-3,2,1,-11,7,5
CCCC(C(=O)NC1CCCC1)N(CC1CCCO1)C(=O)CNS(=O)(=O)c1ccccc1 (stereo unspecified),-2,10,2,-7,11,13,-9,-8
Cc1cc(NC(=O)CSc2nc3ccsc3c(=O)n2Cc2ccccn2)n[nH]1,-7,-3,-1,29,-4,-24,-1,-9
CCOc1ccc2nc(NC3=NC(c4ccc(OC)cc4)CC(=O)N3)nc(C)c2c1 (stereo unspecified),-49,-1,11,22,-1,-3,-1,6
O=C(Nc1nncs1)C1CCCC1,-7,-8,5,-7,0,-12,-12,1
Cc1cccc(-c2nnc(-c3ccccc3)o2)c1,4,1,-2,2,9,12,-5,-49
O=C(Cn1c(-c2cncs2)nc2ccccc21)NCCc1ccccc1,-7,-5,-1,10,2,10,3,0
CC(=O)Nc1ccc(Br)cc1C(=O)C(=O)O,-1,20,-4,-8,-3,16,10,-1
CCc1ccc(NC(=S)NC(=O)CC(C)C)cc1,-4,8,0,13,2,8,14,-107
